SARS 3CLpro inh: SARS-CoV 3CLpro protease inhibition | P0C6X7 | inhibition, % at 6 µM | recombinant SARS-CoV 3CLpro, quenched FRET peptide cleavage | actives 0.14% (n = 290,000); in the data active = inhibition above about 12%
PriA SSB inh: blocks PriA binding to SSB C-terminal tail; AlphaScreen SSBct-PriA binding, biotinylated peptide; inhibition, % at 33 µM; actives 0.6% (n = 430,000); in the data active = inhibition mostly above about 37%, no sharp cut-off; inactive = mostly below about 20%;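 note: plate controls were negative control peptide for no effect and reference peptide for full effect; strong numbers were not always called active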
Rv3671c protease: inhibitors of M. tuberculosis serine protease Rv3671c | actives 0.048% (n = 320,000) | inhibition, % at 5.96 µM; in the data active = inhibition above about 38%;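 note: extracellular domain of Rv3671c used as enzyme; 0% = enzyme with DMSO and 100% = no enzyme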
GDH-TPI inh: GDH-TPI coupled enzyme inhibition counter-screen. GDH-TPI coupled enzyme counterscreen, NADH absorbance. inhibition, % at 4.8 µM. actives 1.2% (n = 360,000); in the data active = inhibition above about 30%;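 note: 0% = DMSO wells and 100% = wells lacking the enzyme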
Vc quorum ag: quorum light induction in luxS cqsA deficient V. cholerae. actives 0.16% (n = 350,000). AID 588436. activation, % at 18.7 µM. V. cholerae BH1578 lux reporter, luminescence, 6 h; in the data active = activation mostly above about 9.7%, no sharp cut-off; note: not every result past the cut was called active; inactives centre near 0; reference of the scale not given here
BioA inh: inhibitors of Mycobacterium tuberculosis BioA enzyme. actives 0.096% (n = 360,000). inhibition, % at 9.99 µM. purified M. tuberculosis BioA enzyme, plate reader. AID 602481; in the data active = inhibition above about 40%
VHR inh abs: inhibitors of human VHR1 phosphatase (DUSP3); AID 1654; P51452; actives 0.52% (n = 290,000); inhibition, % at 13.3 µM; recombinant VHR phosphatase, pNPP absorbance; in the data active = inhibition above about 50%; note: some compounds called inactive have numbers as strong as hits
Target sequence (P51452 whole entry, looked up): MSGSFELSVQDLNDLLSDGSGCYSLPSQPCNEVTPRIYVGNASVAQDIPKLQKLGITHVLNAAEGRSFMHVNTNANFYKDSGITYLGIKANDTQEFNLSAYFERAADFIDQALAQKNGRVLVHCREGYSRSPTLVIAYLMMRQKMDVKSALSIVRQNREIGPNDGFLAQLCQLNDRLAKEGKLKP
FBA Mtb inh: inhibitors of M. tuberculosis fructose-bisphosphate aldolase | P9WQA3 | purified M. tuberculosis FBA, fluorescence read-out | inhibition, % at 1 µM | actives 2.3% (n = 360,000) | AID 588726; in the data active = inhibition above about 27%;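 note: 0% = vehicle and 100% = reference inhibitor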
MazF activator: activators of E. coli MazEF toxin-antitoxin RNase. P0AE70. FAM/BHQ RNA-DNA oligo cleavage fluorescence, 5 h. activation, % at 20 µM. actives 0.32% (n = 350,000); in the data active = activation above about 50%
Target sequence (P0AE70 whole entry, looked up): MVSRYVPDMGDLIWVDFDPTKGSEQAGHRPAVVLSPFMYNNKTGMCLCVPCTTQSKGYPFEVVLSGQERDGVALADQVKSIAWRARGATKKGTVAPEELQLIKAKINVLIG
UGM FP inh: inhibitors of M. tuberculosis UDP-galactopyranose mutase | P9WIQ1 | actives 0.06% (n = 320,000) | AID 504406 | inhibition, % at 10 µM | purified UGM, fluorescence polarization probe displacement; in the data active = inhibition above about 10%, passing the limit was not always enough
Target sequence (P9WIQ1 whole entry, looked up): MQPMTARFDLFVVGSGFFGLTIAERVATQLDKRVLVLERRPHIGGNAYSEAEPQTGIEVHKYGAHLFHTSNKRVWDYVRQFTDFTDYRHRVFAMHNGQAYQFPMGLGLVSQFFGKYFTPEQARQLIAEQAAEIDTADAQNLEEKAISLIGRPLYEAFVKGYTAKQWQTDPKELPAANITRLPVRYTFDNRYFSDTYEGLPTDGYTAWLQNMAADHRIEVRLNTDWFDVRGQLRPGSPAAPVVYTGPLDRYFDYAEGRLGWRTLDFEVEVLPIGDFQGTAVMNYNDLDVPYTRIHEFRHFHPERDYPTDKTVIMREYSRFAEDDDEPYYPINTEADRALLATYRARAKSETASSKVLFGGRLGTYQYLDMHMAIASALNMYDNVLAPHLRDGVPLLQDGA
Active calls of the source: *; i = inactive; . = no result given; & = joins results of further samples. Not all compounds are listed. The share of hits here may be higher or lower than overall.

Under each structure: UGM FP inh, BioA inh, GDH-TPI inh, FBA Mtb inh, Vc quorum ag, MazF activator, PriA SSB inh, SARS 3CLpro inh, VHR inh abs, Rv3671c protease
#1 CC1CCCC(NC(=O)CCCCCn2c(=S)[nH]c3ccsc3c2=O)C1C (centres undefined)
→ ., 1.1, 1, -1, 0.0, -2, ., ., ., .
#2 COc1ccccc1NC(=O)CCSc1ccc(C)cc1
→ -2.9, ., 10, -1, i, 5, -20, 2, 31, -2
#3 CCOC(=O)c1c(NC(=S)N2CCCCC2)sc2c1CCN(C(=O)OCC)C2
→ 0.3, -1.2, 8, 2, -0.5, 10, 7, 1, 18, 1
#4 CO[C@H]1CC=C2CCN3CCC4=C(CC(=O)OC4)[C@]23C1
→ 1.1, -1.2, 6, -1, 0.0, 7, -9, ., ., 7
#5 Cc1ccc(N(C(=O)c2ccccn2)C(C(=O)NC2CCCCC2)c2ccncc2)cc1 (centres undefined)
→ -0.2, -1.1, -3, -4, -4.0, 5, -7, 2, 6, -6
#6 COc1ccc(NCc2nnc(SCC(=O)N3CCCc4ccccc43)n2C)cc1
→ -1.2, 7.0, 6, -1, -11, 0, 10, -7, 17, -8
#7 CCOC(=O)CNC(=O)CSc1ncnc2c1nnn2-c1ccc(F)cc1
→ -0.5, -1.9, 11, -1, -1.4, -1, -8&4&-25, -3, 26, -1
#8 COc1ccc(/C=N/n2cncn2)cc1CSc1ccccn1
→ 0.2, ., 3, 1, 1.1, -4, ., -1, -4, 2
#9 CCOC(=O)c1[nH]c2ccc(Cl)cc2c1NC(=O)c1nonc1C
→ -0.8, -2.3, 1, -1, i, -7, -1, 4, 20, -1
#10 Cc1ccc(N2C(=O)C3CCCN3C2=S)cc1Cl (centres undefined)
→ 1.6, 0.0, -3, 152*, 0.6, 4, 10, -1, 27, -6
#11 COc1ccc(C(=O)NC(=S)Nc2nc(C)c(C(=O)N(C)C)s2)cc1
→ 0.3, -1.4, 23, -3, -4.2, 2, -11, -6, -2, -3
#12 Cc1cccc(N2CC(C(=O)NC3CCCCCC3)CC2=O)c1C (centres undefined)
→ 1.6, 0.7, -9, -3, -0.7, -1, -8, ., ., 7
#13 COC(=O)Cc1ccc(OC2(C)CCN(Cc3ccccc3OC(F)F)C2)cc1 (centres undefined)
→ ., -2.2, 15, 4, -3.0, ., ., ., ., .
#14 CCN(CC)CCNC(=O)CN1C(=O)COc2ccc(S(=O)(=O)N3CCOCC3)cc21
→ -1.9, -1.0, 1, -1, -0.3, -15, 0, -2, -20, 4
#15 COC(=O)[C@@H]1C[C@H]2CC[C@H](O)C[C@H]2N1Cc1ccccc1OS(=O)(=O)c1ccc(C)cc1
→ 1.3, -2.1, -1, 0, i, -5, 8, ., 34, -6

Next results follow.
Under each structure: UGM FP inh, BioA inh, GDH-TPI inh, FBA Mtb inh, Vc quorum ag, MazF activator, PriA SSB inh, SARS 3CLpro inh, VHR inh abs, Rv3671c protease
#16 NC(=O)COC(=O)c1c2c(nc3ccccc13)CCCC2
→ -4.4, ., -2, -1, i, -7, -11, 0, 33, -6
#17 CSc1ccc(/C=C/C(=O)OCC(=O)N2CCc3ccccc32)cc1
→ -0.5, 0.5, 2, 7, i, -31, -4, ., ., -8
#18 Cc1ccc2[nH]c3c(c2c1)CN(C(=O)CN1CCCCC1)CC3
→ -3.0, ., ., ., ., 0, 1, 1, 13, 4
#19 Nc1c(C(=O)NCc2ccccc2)c2nc3ccccc3nc2n1-c1ccc2c(c1)OCO2
→ 2.8, -0.9, -4, -1, i, -6, -2, 5, 4, -1
#20 CCOC(=O)c1c(NC(=O)C(=O)N/N=C/c2ccc(OCC)cc2)sc2c1CCCCC2
→ 1.7, -0.6, 12, 0, -0.4, -6, ., -1, -3, 7
#21 Cc1ccc(-c2nnn(CC(=O)Nc3ccc(S(=O)(=O)N4CCC(C)CC4)cc3)n2)cc1
→ -0.7, -2.0, 28, -1, -0.3, -61, -4, 6, 0, -92
#22 COc1ccc(COCC(O)CN2CCOCC2)cc1OC (centres undefined)
→ -0.7, -1.4, -3, 1, -0.4, 6, -12&-3, -5, -12, 2
#23 COc1ccc(C2C(C#N)=C(N)Oc3n[nH]c(C)c32)cc1CN1CCN(c2ccc(F)cc2)CC1 (centres undefined)
→ 0.8, 1.3, 14, 1, -5.3, 9, 20, 8, 13, 2
#24 O=C1NC(=S)N/C1=C\c1ccc(Oc2ccc(C(F)(F)F)cc2[N+](=O)[O-])c(Cl)c1
→ -0.7, -0.8, 1, 6, -0.1, -87, -7, 0, 23, -8
#25 Cc1ccc(C(=O)NNC(=O)Cc2csc(-c3csc(C)n3)n2)cc1
→ -5.0, ., 12, 0, -0.3, 0, -6, -1, 20, 3
#26 Cc1ccc(C2=CC(c3ccccc3)n3ncnc3N2)cc1 (centres undefined)
→ 3.5, -2.1, 3, 67*, i, 3, -4, ., ., -11
#27 Cc1ccccc1NC(=O)c1ccc([N+](=O)[O-])o1
→ -1.3, ., 8, -3, i, 13, 9, -2, 11, -10
#28 S=c1[nH]nc(-c2ccc3ccccc3n2)n1-c1ccccc1
→ 2.1, 0.1, 16, 2, -0.4, -2, -2, 4, 18, 7
#29 Cc1ccc([N+](=O)[O-])cc1NC(=O)/C=C/C(=O)O
→ -3.5, -1.9, 4, -1, i, 4, -4, 5, 34, 12
#30 COc1cccc(-c2nnc(N(C)C(=O)C3CCOC3)s2)c1 (centres undefined)
→ 0.8, 2.3, -7, 5, 0.5, -3, -13, -6, 14, -1

Carrying on:
Under each structure: UGM FP inh, BioA inh, GDH-TPI inh, FBA Mtb inh, Vc quorum ag, MazF activator, PriA SSB inh, SARS 3CLpro inh, VHR inh abs, Rv3671c protease
#31 COc1ccc(CCNC(=O)[C@H](C)N2C(=O)N3CCc4c([nH]c5ccccc45)[C@@]3(C)C2=O)cc1
→ 0.6, -1.5, 7, -3, -0.3, 5, 10, 0, 13, -12
#32 O=C(C=C1CCN(c2ncc(C(F)(F)F)cc2Cl)CC1)NNC(=O)Nc1ccccc1
→ -1.3, 3.1, -6, 1, -0.4, 1, -8, 6, 21, -2
#33 O=C(CSCCO)Nc1cccc(C(F)(F)F)c1
→ -1.5, 0.0, 19, 3, -0.4, 4, -9, 4, -11, 3
#34 O=C(NCCOc1ccccc1F)c1ccc2c(=O)n3c(nc2c1)CCC3
→ -1.1, 0.2, -13, 5, -0.2, 7, 1, ., ., -30
#35 CCn1nc(C)c(NC(=O)c2cnn3c(C(F)F)cc(-c4ccccc4)nc23)c1C
→ -1.9, ., 7, -1, 1.1, 4, 2, 1, -37, -1
#36 Cc1cccc(NC(=O)N2C3CCCC2CC(NC(=O)C2CC2)C3)c1 (centres undefined)
→ -0.8, -0.8, 10, 1, 0.4, -5, -13, -3, 34, -2
#37 CCCCCCn1c(N2CCN(c3ccccc3)CC2)nc2c1c(=O)n(C)c(=O)n2C
→ 0.1, 1.7, 2, 0, -0.3, -11, 10, 0, -5, -3
#38 C/C(CC(=O)Nc1ccccn1)=N\NC(=O)c1ccccc1
→ 0.5, ., ., ., ., ., ., 2, 3, 3
#39 Cn1nnnc1SCC(=O)Nc1ccc(N2CCOCC2)cc1
→ 0.8, ., -1, 5, i, 7, -11, 0, 24, 5
#40 CCOc1ccccc1NC(=O)CN1CCC(C(=O)c2ccc(F)cc2)CC1
→ -0.8, 0.6, 3, 0, -0.2, 8, -12, 0, 36, -6
#41 Cc1cccc(C)c1OCc1cc(C(=O)NCC2CC2)no1
→ -2.9, 0.1, 0, 1, i, 3, -16, -1, 14, -7
#42 O=C(NN1C(=O)C2C3C=CC(O3)C2C1=O)c1cccc(Br)c1 (centres undefined)
→ -1.0, -0.3, -7, -1, i, 4, -8, 7, 25, -4
#43 Cc1ccc(S(=O)(=O)N2CCCC2CO)cc1 (centres undefined)
→ -0.4, -0.9, -5, -2, -7.1, 5, -11, 1, 15, -2
#44 CC(=O)N1CCc2cc(S(=O)(=O)Nc3cccc(C(F)(F)F)c3)ccc21
→ 1.8, -1.0, 9, -6, -12, -19, -9, 3, 2, -7
#45 CCCCN1C(=O)C2NN=C(C(=O)OC)C2C1=O (centres undefined)
→ -0.1, -0.3, 3, 2, -0.4, 3, 0, 2, -7, -1

Following part
Under each structure: UGM FP inh, BioA inh, GDH-TPI inh, FBA Mtb inh, Vc quorum ag, MazF activator, PriA SSB inh, SARS 3CLpro inh, VHR inh abs, Rv3671c protease
#46 Cc1ccc(SCCNC(=S)Nc2ccc(C)c(C)c2)cc1
→ 1.2, -0.1, 6, 4, -0.3, -7, -2, 1, 9, -11
#47 O=C(CN1c2cccc3cccc(c23)S1(=O)=O)NCc1ccc(F)cc1
→ -1.8, ., 15, 7, i, -31, 4, ., ., -3
#48 O=C(Nc1nc2ccccc2n1CCN1CCCCC1)C1CCCCC1
→ 0.8, 7.0, 1, 0, -3.4, 7, -1, -5, 42, -5
#49 O=C(OCCOc1ccccc1)c1n[nH]c2ccccc12
→ 1.7, 1.4, 8, 3, -0.4, 3, -13, 6, 3, -2
#50 CCOc1ccc(Cl)cc1C1=CC(=O)C[C@H](c2ccc(OC)cc2)C1
→ -2.3, -0.3, -8, 2, -11, -1, 2, ., ., -1
#51 COc1ccc(N2CC(C(=O)Nc3nccs3)CC2=O)cc1 (centres undefined)
→ -1.4, 1.2, 2, 1, i, -2, -5, -5, 11, 1
#52 O=C(Cn1ncc2c(=O)oc3ccccc3c21)N1CCC(N2CCCCC2)CC1
→ 1.5, 2.1, 3, 0, -0.2, -4, -12, 2, 2, 1

Source: PubChem (several laboratories)
